Compound activity from PubChem.
AddAB inh: less growth of phage-infected E. coli with AddAB. E. coli expressing H. pylori AddAB, absorbance growth. inhibition, % at 11.9 µM. 0.29% of 330,000 active. AID 435030; in the data active means inhibition above about 12%;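 further: 0% = vehicle wells of infected cells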
Arr AP2 block: human beta-arrestin and AP2 interaction inhibition | FITC-arrestin peptide / GST-AP2 beads, flow cytometry; AP2 beta2 appendage carries R879A mutation | inhibition, % at 10 µM | 0.31% of 340,000 active;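 active means inhibition above a set limit, near 3 SD of compounds lacking own fluorescence, cut at about 54% in these data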;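 further: plate controls were DMSO wells for no effect and 5 µM unlabelled arrestin peptide for full effect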
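Test system: GST-tagged AP2 beta2-adaptin appendage (R879A) on 4 µm glutathione beads; also added: fluorescein-tagged arrestin peptide at 50 nM final; timing: 12 min plus 1 h, RT; signal: flow cytometry, FL1 (488/535 nm); read-out: percent drop in bead-associated FITC signal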
Mot1-301 SUMO: SUMOylation pathway inhibition by Mot1-301 growth rescue; growth rescue, % at 18.8 µM; S. cerevisiae Mot1-301 growth rescue, ATP luminescence, 38.5C; percent above DMSO median, 100 means doubled; 1% of 320,000 active; AID 2716;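 active means every valid replicate shows activation above 250% relative to neutral control wells; inactive means the rest, any valid replicate at or below 250%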;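 further: OY570 slx delta 5 strain wells were the positive control but not used for scaling; some compounds called inactive have numbers as strong as hits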
Pemphigus Ab inh: human desmoglein-3 autoantibody binding inhibition; DSG3-coupled beads, scFv-anti-DSG3-GFP binding, flow cytometry; stronger effect = lower value; 0.48% of 310,000 active; P32926; binding (percent of control), % at 10 µM;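 active means binding more than 3 SD below its plate's average and above zero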;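 further: hits lower antibody fragment binding to DSG3; some compounds called inactive have numbers as strong as hits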
PKA-R1A activ: activators of PKA-R1A complex | 0.083% of 340,000 active | PKA-R1A dissociation, Cy5-IP20 fluorescence polarization; scaled: DMSO 0%, 113 µM cGMP 100% | AID 504707 | activation, % at 11.4 µM | P00514+P68181;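 active means percent activation above the mean of all tested compounds plus 3 SD, cut at about 19% in these data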;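 further: higher means more PKAc released from R1A so a rise in polarization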
OPRM1-OPRD1 ag: OPRM1-OPRD1 heterodimerization agonism. P35372+P41143. cells, luminescence. activation, % at 9.3 µM. 0.3% of 340,000 active; in the data active means activation above about 18%;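 further: 0% = vehicle-treated cells and 100% = reference agonist; values of inactives mirror those of a sister screen read the other way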
Target sequence (P35372 whole entry, looked up): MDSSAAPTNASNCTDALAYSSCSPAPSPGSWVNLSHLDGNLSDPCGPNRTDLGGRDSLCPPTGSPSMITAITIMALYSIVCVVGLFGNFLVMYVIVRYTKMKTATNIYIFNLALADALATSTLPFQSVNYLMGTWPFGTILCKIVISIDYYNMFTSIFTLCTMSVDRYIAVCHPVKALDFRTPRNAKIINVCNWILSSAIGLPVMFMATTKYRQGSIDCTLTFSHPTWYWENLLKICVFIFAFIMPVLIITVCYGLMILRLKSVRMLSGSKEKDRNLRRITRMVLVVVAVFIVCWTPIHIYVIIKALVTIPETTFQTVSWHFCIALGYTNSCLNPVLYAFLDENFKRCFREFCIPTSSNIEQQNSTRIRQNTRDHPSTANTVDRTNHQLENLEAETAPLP
Target sequence (P41143 whole entry, looked up): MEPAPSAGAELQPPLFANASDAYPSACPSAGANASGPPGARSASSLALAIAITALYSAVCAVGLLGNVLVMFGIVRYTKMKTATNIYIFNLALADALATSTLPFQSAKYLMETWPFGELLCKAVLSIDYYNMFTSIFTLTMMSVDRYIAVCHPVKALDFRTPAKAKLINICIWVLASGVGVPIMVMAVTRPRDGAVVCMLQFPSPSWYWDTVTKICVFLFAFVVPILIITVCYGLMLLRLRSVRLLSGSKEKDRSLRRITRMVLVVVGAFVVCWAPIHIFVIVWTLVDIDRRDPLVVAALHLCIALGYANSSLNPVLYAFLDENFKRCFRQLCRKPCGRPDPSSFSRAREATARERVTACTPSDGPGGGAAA
Tat export inh: inhibitors of E. coli Tat protein transport | E. coli MC4100 TorA-mCherry Tat export, fluorescence | inhibition, % at 10 µM | 0.036% of 340,000 active | AID 488895;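 active means mean replicate inhibition at least 50% and at least half of replicates individually reaching 50%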;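 further: exported cargo escapes ClpAP degradation while cytoplasmic cargo is degraded and loses fluorescence; 0% = median of neutral control wells and 100% = median of NaSCN control wells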
phage Ecoli inh: E. coli growth loss with phage present. growth absorbance. inhibition, % at 11.9 µM. 0.26% of 360,000 active. AID 651602; in the data active means inhibition above about 11%
PfHsp90 yeast 2: inhibits growth of yeast expressing Plasmodium falciparum Hsp90; S. cerevisiae expressing PfHsp90, BacTiter-Glo ATP, 48 h; yeast lacking PDR1 and PDR3 efflux regulators; inhibition, % at 9.4 µM; 0.32% of 310,000 active;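 active means every replicate shows inhibition above about 80%, whatever the replicate mean, limit read from the data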;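 further: 0% = DMSO neutral controls and 100% = 20 µM radicicol positive controls; yeast relying on Plasmodium falciparum Hsp90 in place of its own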
Ecoli viability: reduces bacterial viability in AddAB counter-screen; E. coli V3065 growth, OD600 absorbance, 18 h; AID 449728; inhibition, % at 11.9 µM; 0.27% of 330,000 active;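 active means inhibition above the campaign's mean inhibition across all tested compounds plus 3 SD, cut at about 9.9% in these data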;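 further: uninfected addAB+ strain grown without phage in ampicillin broth; 0% = DMSO wells and 100% = ciprofloxacin 0.95 µg/ml wells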
OPRM1-OPRD1 inv: inverse agonist of human OPRM1-OPRD1 heterodimerization | P35372+P41143 | cell-based MOR-DOR heterodimer luminescence, inverse agonism | inhibition, % at 9.3 µM | 0.21% of 340,000 active | AID 504357; in the data active means inhibition above about 22%, passing the limit was not always enough;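 further: 0% = cells with DMSO and 100% = wells without cells with DMSO; values of inactives mirror those of a sister screen read the other way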
* hit, by the source's call; . = no result given. The order is random; 2.8% or so of the library scored in one or more.

SMILES	AddAB inh	Arr AP2 block	Mot1-301 SUMO	Pemphigus Ab inh	PKA-R1A activ	OPRM1-OPRD1 ag	Tat export inh	phage Ecoli inh	PfHsp90 yeast 2	Ecoli viability	OPRM1-OPRD1 inv
COc1ccc(NS(=O)(=O)c2cccc(Cl)c2Cl)cc1S(=O)(=O)N1CCCCC1	1.4	5	1	87	2	0.9	2	0.0	-5	-0.9	-4
O=C(O)c1cccc(O)c1O	-3.2	-1	4	109	-1	-0.2	-10	2.7	10	-0.1	1
CC1CC(C)CN(CCCNC(=O)Cn2ncc3c(=O)oc4ccccc4c32)C1 (stereo unspecified)	1.8	5	65	100	8	-1.8	8	3.6	10	-1.5	11
CCCC(=O)c1ccc(N2CCN(C(=O)c3ccc(Br)cc3)CC2)c(F)c1	2.4	13	8	71	-4	2.0	-2	0.6	32	-0.9	-12
O=C(CSCc1ccc([N+](=O)[O-])cc1)Nc1ccccc1C(=O)O	2.2	6	0	97	-3	0.2	-4	2.0	-52	-0.4	-1
O=C(Nc1ccccc1C(=O)Nc1ccccn1)c1cc(F)c(F)cc1Cl	.	15	-15	99	2	-1.2	-1	2.0	-4	.	6
CC(C)c1ccc(/C=N/NC(=O)c2nnn(-c3nonc3N)c2CSC2=NCCS2)cc1	3.1	8	-5	100	4	0.5	-4	1.8	-12	3.6	-3
C/C(=C\C(=O)c1ccccc1)Nc1ccc(Cl)c(Br)c1	0.7	20	9	106	-3	-1.3	-1	0.9	-32	-1.7	8
COc1ccc(NC(=O)Nn2cnnc2)cc1OC	-0.8	1	-6	100	3	-1.1	-2	0.9	10	2.5	7
CCOC(=O)C1CCCN(C(=O)c2ccc([N+](=O)[O-])c(C)c2)C1 (stereo unspecified)	1.4	18	-7	100	-7	-1.9	-6	1.8	6	1.5	9
Cc1cccc(OCc2nnc(SCc3nc4cc(C(F)(F)F)ccc4c(=O)[nH]3)o2)c1	0.0	-1	-13	.	-8	3.1	16	1.1	41	-0.4	-19
O=C(Nc1cccc(S(=O)(=O)N2CCCCC2)c1)C1=NN(c2ccccc2)C(=O)CC1	1.4	-9	95	107	-8	-4.9	4	-0.7	5	1.6	19
Cc1ccccc1OCCN1C(=O)C(=O)c2cccc(C)c21	5.0	-4	-1	96	-3	-9.3	0	2.2	0	3.2	58*
COc1cc(-c2nc3ccccn3c2N)ccc1O	3.0	14	-15	105	0	0.2	2	2.7	-16	0.0	-1
CCn1c(SCC(=O)Nc2ccccc2OC)nc2ccccc2c1=O	-1.9	8	0	101	-13	3.2	-5	-0.3	9	-2.9	-20
O=C(COc1ccccc1Cl)NCCCNC(=O)c1cnccn1	3.1	-2	81	.	-8	-0.7	6	2.4	10	2.3	6
Cc1ccc(C)c(CNS(=O)(=O)c2c(C)[nH]c(C)c2C(=O)N2CCCC2)c1	1.1	-7	8	106	-6	-3.8	-3	0.8	12	0.7	20
Cn1cnc2nc3n(c2c1=O)CCC3	2.8	20	-24	102	-11	-3.3	-1	0.6	20	-0.3	17
Oc1ccc(NC(=S)Nc2ccc(O)cc2)cc1	1.9	-7	-9	98	1	0.1	-1	1.8	-33	0.0	-1
COc1ccc(NC(=O)CN(C)C(=O)c2ccc(-c3cccc(C(F)(F)F)c3)o2)cc1	-0.9	-10	1	92	-11	1.7	2	0.1	3	-1.4	-9
O=C(C[n+]1ccc(-c2cc(C(=O)Nc3cccc(C(F)(F)F)c3)c3ccccc3n2)cc1)c1cccc([N+](=O)[O-])c1	-1.1	-23	-13	124	-23	0.2	35	4.3	.	-0.8	-1
OCC1OC(n2cnc3c(NCc4ccccc4O)ncnc32)C(O)C1O (stereo unspecified)	.	8	.	99	5	3.8	9	1.9	-54	.	-20
COCc1cc(C)nc(NCCc2ccccc2)c1C#N	5.3	15	1	99	8	2.2	3	5.1	-1	-0.3	-10
COc1ccc(CCNC(=O)c2cc3c(=O)n4ccccc4nc3n(CCCN3CCOCC3)c2=N)cc1	0.5	22	6	100	3	-2.4	7	-1.6	9	-2.3	13
CCC(CC)C(=O)Nc1cc([N+](=O)[O-])ccc1F	2.2	-3	-3	78	2	-2.1	-1	3.7	-2	-0.2	10
SMILES	AddAB inh	Arr AP2 block	Mot1-301 SUMO	Pemphigus Ab inh	PKA-R1A activ	OPRM1-OPRD1 ag	Tat export inh	phage Ecoli inh	PfHsp90 yeast 2	Ecoli viability	OPRM1-OPRD1 inv
Cc1cccc(NC(=S)N/N=C2/CCCCc3ccccc32)c1	1.9	14	218	106	1	-3.0	-1	-1.2	-61	3.8	16
COc1cc(NC(=S)N2CCN(C)CC2)cc(OC)c1	2.2	-11	-15	111	3	-2.3	3	2.1	1	0.3	11
O=C(Nc1cc(=O)[nH]c2ncnn12)c1ccc(Cl)cc1Cl	-2.1	10	-4	108	-12	-0.1	-8	2.4	18	1.4	1
O=C(O)C1CCCC2CN3CCc4c([nH]c5ccccc45)C3C(O)C21 (stereo unspecified)	0.5	34	9	120	-14	-0.1	-6	2.3	2	0.0	0
CN(Cc1ccco1)C(=O)CN1C(=O)NC(c2ccccc2)(c2ccccc2)C1=O	.	-4	.	98	-1	-2.1	3	-0.2	-6	.	11
CCn1c(SCc2nc3sc(C(=O)O)c(C)c3c(=O)[nH]2)nnc1-c1ccc(Cl)cc1	3.6	-20	-2	89	3	-2.0	1	-0.9	-77	-1.4	10
COc1ccc(NC(=O)CSc2nc3ccccc3c(=O)n2CCNC(C)=O)c(OC)c1	0.2	-2	9	99	-4	-4.7	1	0.9	-19	-2.7	23
O=C(CN1C(=O)c2ccccc2S1(=O)=O)NCc1ccc(F)cc1	2.1	-10	3	103	-2	-1.5	-5	1.2	-45	1.1	5
C[n+]1c2n(c3ccccc31)N=C(c1cc(C(C)(C)C)c(O)c(C(C)(C)C)c1)CS2	2.0	35	27	103	2	-6.2	5	6.3	37	3.0	32*
C#CCN1N=C(c2ccc(C)cc2)CSC1=O	3.1	5	634	100	.	.	.	1.9	.	-0.3	.
N#CCc1ccc(C(=O)c2ccccc2F)s1	1.1	6	0	154	-15	0.7	-5	0.5	.	-2.7	-3
COc1ccc2cc(-c3[nH]ncc3CN3CCCN(c4ccccc4)CC3)ccc2c1	2.9	10	28	115	10	7.6	-1	3.9	18	-0.3	-55
CCOC(=O)N1CCC(NC(=O)c2ccc(CS(=O)c3cccc(C)c3)o2)CC1 (stereo unspecified)	4.7	3	-9	94	7	-0.8	-7	2.9	-4	-1.4	4
CC(C)c1ccc(S(=O)(=O)N2CCN(CC(=O)c3ccc(O)c(O)c3)CC2)cc1	1.8	-12	-8	125	-10	-0.9	-1	9.5	-16	1.0	4
CC(C)CNC(=O)c1ccccc1NC(=O)CN(c1ccc2c(c1)OCCO2)S(C)(=O)=O	0.6	-4	-12	92	4	1.5	3	0.6	20	2.6	-8
Cc1ccc(-n2ncc3c(=O)n(CC(=O)NC4CCCC4)cnc32)cc1C	-0.2	9	-23	108	-2	-0.8	1	1.6	-26	0.6	4
Cc1ccc(C)c(OCC(=O)N2CCOCC2)c1	0.8	-7	-10	78	-2	-1.1	-5	3.7	30	-2.8	6
CCn1nc(C)c(CNC(=O)C2CCC(=O)N(Cc3cccc(F)c3)C2)c1C (stereo unspecified)	4.5	-7	-9	122	-10	-4.2	0	1.2	-5	0.8	22
CN1c2ccccc2Oc2c(c(=O)n(C)c(=O)n2C)C1c1cccc([N+](=O)[O-])c1 (stereo unspecified)	4.1	-12	-2	.	-3	-3.4	-9	2.4	-12	-0.9	14
Cc1ccccc1-c1nc(S(=O)(=O)c2ccccc2)c(NCCCN2CCOCC2)o1	-0.5	14	-2	101	-7	-2.2	-4	2.3	-14	0.0	9
O=S(=O)(NCC(c1cccnc1)N1CCOCC1)c1ccc(Cl)cc1 (stereo unspecified)	2.5	6	3	85	4	-1.5	1	3.5	-25	-0.3	10
Nc1nc(SCc2ccccc2)c2[nH]cnc2n1	-0.2	29	0	92	-6	1.4	-2	1.8	4	2.2	-7
CC(=O)c1c(C)[nH]c(C(=O)OCC(=O)Nc2sc3c(c2C#N)CCCC3)c1C	2.9	-7	10	83	-8	3.2	-5	4.5	18	-1.8	-16
N/C(=N\OC(=O)c1ccc2c(c1)OCO2)c1cccnc1	-1.6	-3	2	95	6	4.0	4	2.3	19	1.4	-29
CN(C)c1ccc(CN(C(=O)COc2ccc(Br)cc2)C2CCS(=O)(=O)C2)cc1 (stereo unspecified)	1.0	13	-9	102	-3	-0.5	-7	1.4	.	0.6	2
SMILES	AddAB inh	Arr AP2 block	Mot1-301 SUMO	Pemphigus Ab inh	PKA-R1A activ	OPRM1-OPRD1 ag	Tat export inh	phage Ecoli inh	PfHsp90 yeast 2	Ecoli viability	OPRM1-OPRD1 inv
COc1ccccc1NC(=O)CCc1nc(-c2cccs2)no1	1.8	1	-7	.	-11	-1.5	-5	0.9	14	1.2	8
CN1C(=O)N(C)c2ccc(Br)c3cccc1c23	.	-12	-22	102	0	5.6	1	-0.9	-55	.	-28
Cc1cc(NC(=O)C2CC(c3ccc(Cl)cc3)=NO2)no1 (stereo unspecified)	1.2	5	86	109	11	-0.4	-3	3.3	-3	0.2	3
Cc1[nH]c2ccccc2c1/C=N/Nc1cccc(C(=O)O)c1	0.8	13	18	102	-6	-2.2	-5	-1.8	7	4.2	11
O=C(Cc1cccc2ccccc12)Nc1nc2ccccc2[nH]1	-1.7	13	-16	106	0	3.9	3	-2.3	33	-3.0	-21
Cc1cccc(NC(=O)c2ccc(NC(=O)c3ccccc3Br)cc2)c1	2.6	3	6	.	-14	-1.6	-15	3.2	2	0.5	8
O=C1CC(N2CCCCCC2)C(=O)N1c1ccc(F)cc1 (stereo unspecified)	-0.4	-14	16	88	6	-0.8	-1	3.8	.	-0.6	6
CC(C)COc1ccc(-c2nnn(CC(=O)N3CCCC3)n2)cc1	4.5	21	-1	101	-5	-2.0	-8	3.3	3	2.9	10
CCOc1cccc(C(=O)Nc2cccc(-c3nnc(-c4ccccc4)o3)c2)c1	-0.9	8	6	108	0	-0.7	1	2.7	-30	-2.4	4
Cc1ccc(NCC(=O)N/N=C/c2ccc(OC(=O)c3ccco3)cc2)cc1	-1.7	7	12	96	4	0.5	5	2.8	-6	-3.4	-3
CN(C)c1ccc(C(=O)OCC(=O)NC2CCCCCC2)cc1	0.0	4	13	97	-6	-2.2	4	3.0	-2	-1.6	10
O=C(COC(=O)c1ccco1)NCc1ccccc1Cl	3.0	31	.	110	1	-2.1	0	3.7	.	0.4	10
CCOc1ccc(CNS(=O)(=O)c2ccc3c(c2)CC(=O)N3C)cc1	0.6	3	109	94	-6	-1.2	-2	-1.4	-27	0.4	7

3 of the entries above in order of the OPRM1-OPRD1 inv value, largest number first:
Compound,OPRM1-OPRD1 inv
Cc1[nH]c2ccccc2c1/C=N/Nc1cccc(C(=O)O)c1,11
CN(C)c1ccc(C(=O)OCC(=O)NC2CCCCCC2)cc1,10
O=C1CC(N2CCCCCC2)C(=O)N1c1ccc(F)cc1 (stereo unspecified),6
